TrxR1 inh: blocks rat thioredoxin reductase 1; recombinant rTrxR1, NADPH fluorescence consumption, selenite substrate; Potency, µM (series often up to 114 µM), for inactives: top-dose activity change, negative = inhibition, hits mostly inhibitors; actives 1% (n = 390,000); further: potency means the concentration at half of the fitted maximal effect; on the % scale 0 is the no-effect control and ±100 the full control effect; nearly all actives have a fitted effect of over 65% in size
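Rat TrxR1 (90 nM in the dispensed reagent) was pre-reduced with 400 uM NADPH for 5 min at room temperature, then incubated with compound for 15 min. After 400 uM selenite was added, NADPH fluorescence (Ex 340/Em 450 nm) was followed for 8 min.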
Vif-APOBEC3G blk: blocks the Vif interaction with human APOBEC3G | Potency, µM (doses to about 46.1 µM), for inactives: at the top dose activity, negative = active, hits mostly inhibitors | actives 0.076% (n = 410,000) | HeLa A3G-eYFP + Vif (tagged APOBEC3G with the HIV-1 protein that degrades it), YFP fluorescence, overnight | Q9HC16;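 further: potency means the concentration at half of the fitted maximal effect; on the % scale 0 is the no-effect control and ±100 the full control effect; nearly all actives have a fitted effect of over 60% in size; hits raise eYFP signal because A3G escapes Vif-driven loss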
Target sequence (Q9HC16 whole entry, looked up): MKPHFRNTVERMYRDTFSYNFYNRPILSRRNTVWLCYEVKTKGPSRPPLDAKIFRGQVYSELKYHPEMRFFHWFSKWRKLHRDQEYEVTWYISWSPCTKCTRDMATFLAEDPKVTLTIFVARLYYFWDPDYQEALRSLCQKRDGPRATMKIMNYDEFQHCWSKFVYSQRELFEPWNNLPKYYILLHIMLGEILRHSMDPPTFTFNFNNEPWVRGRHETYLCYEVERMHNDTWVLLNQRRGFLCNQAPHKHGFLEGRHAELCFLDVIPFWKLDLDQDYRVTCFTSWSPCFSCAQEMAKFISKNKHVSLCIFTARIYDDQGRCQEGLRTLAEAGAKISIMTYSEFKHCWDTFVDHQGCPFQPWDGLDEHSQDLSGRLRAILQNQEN
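Read-out is eYFP fluorescence (Ex 488/Em 500-530) from Vif-expressing HeLa A3G-eYFP cells; more signal means A3G escaped Vif-mediated degradation. Cells plated overnight, compound pinned in, incubated overnight at 37 deg C.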
LDHA inh: LDHA (human) enzyme inhibition | P00338 | purified LDHA, NADH/diaphorase-resazurin fluorescence; stronger effect = lower value | activity change, % (values are at about 110 or 230 µM) | actives 0.15% (n = 480,000); in the data active means activity change below about -30%; inconclusive means mostly about -25% to -30%;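 further: plate controls were DMSO wells for no effect and wells without enzyme for full effect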
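Enzyme activity of human lactate dehydrogenase 5 (2 nM; 0.06 mM NADH, 0.2 mM pyruvate, 5 min, RT) is measured via a resazurin/diaphorase fluorescence readout of residual NADH.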
mIDH1 inhibitor: inhibitors of human mutant IDH1 R132H | O75874 | IDH1-R132H enzyme, NADPH consumption, diaphorase/resazurin fluorescence | Potency, µM (top dose mostly 76.6 µM), for the others: at the highest dose activity change, negative = inhibition, hits mostly inhibitors | actives 0.093% (n = 390,000) | AID 602179; further: potency means the concentration at half of the fitted maximal effect; on the % scale 0 is the no-effect control and ±100 the full control effect; nearly all actives have a fitted effect of over 65% in size
Target sequence (O75874 whole entry R132H, stated change not applied): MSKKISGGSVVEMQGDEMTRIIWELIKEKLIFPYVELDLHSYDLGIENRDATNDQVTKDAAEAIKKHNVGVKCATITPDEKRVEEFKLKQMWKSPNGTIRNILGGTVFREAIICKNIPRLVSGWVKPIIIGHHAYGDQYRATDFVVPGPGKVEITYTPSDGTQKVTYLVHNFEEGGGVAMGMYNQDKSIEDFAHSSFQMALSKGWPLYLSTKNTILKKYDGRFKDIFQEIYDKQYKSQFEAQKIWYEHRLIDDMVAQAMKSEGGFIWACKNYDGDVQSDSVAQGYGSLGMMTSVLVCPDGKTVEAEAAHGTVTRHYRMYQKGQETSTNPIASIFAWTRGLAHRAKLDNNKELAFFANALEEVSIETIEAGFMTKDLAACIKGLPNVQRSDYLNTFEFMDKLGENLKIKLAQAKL
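IDH1-R132H (0.5 ug/mL) preincubated 30 min with compound, then NADPH (0.016 mM) and alpha-KG (2 mM) added; 80 min at RT, pH 7.5. Remaining NADPH coupled via diaphorase/resazurin to fluorescence (540/590 nm); concentration-response curves normalized to no-enzyme control.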
TrxR1 substrate: substrates of rat thioredoxin reductase 1; Potency, µM (top dose mostly 114 µM), inactives show at the top dose activity change, negative = substrate turnover; actives 0.01% (n = 390,000); purified TrxR1 substrate turnover, NADPH consumption readout; O89049; AID 588456; further: potency means the concentration at half of the fitted maximal effect; on the % scale 0 is the no-effect control and ±100 the full control effect; nearly all actives have a fitted effect of over 50% in size
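Rat TrxR1, dispensed at 90 nM, was prereduced with 400 uM NADPH (final) for 5 min at ~22 deg C, then incubated with compound 15 min before 400 uM selenite. A first-read NADPH fluorescence drop versus no-compound background flagged substrates.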
Glioma ERSR ind: induces the endoplasmic reticulum stress response in human glioma cells; U87-MG GRP78 promoter luciferase reporter, 16 h; Potency, µM, for inactives: top-dose activation, usual class: activators; actives 0.02% (n = 420,000); further: potency means the concentration at half of the fitted maximal effect; series mostly up to about 76 µM; % of control where 0% means no effect; nearly all actives have a fitted effect of over 35% in size
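ERSR induction read as luciferase luminescence (Bright-Glo, 10 min at room temperature) in stably transfected human U87-MG glioma cells exposed to compounds for 16 h, using GRP78 as sensor.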
Vif-A3F inh: inhibitors of Vif-A3F interaction; HeLa A3F-eYFP + Vif (tagged APOBEC3F with the HIV-1 protein that degrades it), YFP fluorescence increase; Potency, µM (highest dose often 46.1 µM), for inactives: at the top dose activity, negative = active; actives 0.2% (n = 390,000); AID 602313; further: potency means the concentration at half of the fitted maximal effect; % of control where 0% means no effect; nearly all actives have a fitted effect of over 65% in size
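HeLa cells stably expressing A3F-eYFP plus Vif, plated and incubated overnight at 37 deg C, then exposed to compounds overnight at 37 deg C. Blocked degradation read as raised yellow fluorescence (Ex 488/Em 500-530).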
RGS4 inhibitor: human RGS4 inhibition. actives 0.039% (n = 390,000). Potency, µM (titrated, usually from 114 µM), for inactives: at the highest dose activity change, negative = inhibition, most hits filed as inhibitors. Transcreener GDP fluorescence polarization, RGS4-accelerated GTP hydrolysis. P49798; further: potency means the concentration at half of the fitted maximal effect; on the % scale 0 is the no-effect control and ±100 the full control effect; nearly all actives have a fitted effect of over 75% in size; some results filed as inactive show a strong effect at the top dose
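MLSMR compounds (23 nl, pin-transferred) preincubated 10 min at room temperature with a 500nM (2x) first reagent, then RGS4 at 900nM (2x) plus Transcreener GDP mix added; fluorescence polarization (620/688 nm) read before and after 90 min at 30 °C.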
USP1 inh: USP1/UAF1 (human) deubiquitinase inhibition | O94782 | recombinant USP1/UAF1, Ub-Rhodamine cleavage fluorescence | Potency, µM (top dose mostly 57.1 µM), inactives show at the top dose activity change, negative = inhibition, usual class: inhibitors | actives 0.23% (n = 390,000); further: potency means the concentration at half of the fitted maximal effect; on the % scale 0 is the no-effect control and ±100 the full control effect; nearly all actives have a fitted effect of over 60% in size; inactives centre near -12
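Step one: compound is pinned into 1nM USP1/UAF1 in HEPES pH 7.8 buffer with TCEP. Step two: 15 min room-temperature incubation. Step three: Ub-Rho (150nM final) starts cleavage, tracked by fluorescence over six one-minute reads.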
Starred values were filed as active, the others as inactive; ? = inconclusive; . = not tested or not shown; [ ] = remark or other dose. Unless noted, the call rests on the fitted dose curve; in most records, active means well fitted curve in the direction sought with a large enough effect; inconclusive means small, poorly fitted or top-dose-only effect, or another doubt; inactive means no such curve, though single readings can be large; an effect the other way counts as inactive or inconclusive. Some of the compounds tested (hit frequency here may not be typical).

The first 8 entries, to show the layout:
Field names – A = TrxR1 inh; B = Vif-APOBEC3G blk; C = LDHA inh; D = mIDH1 inhibitor; E = TrxR1 substrate; F = Glioma ERSR ind; G = Vif-A3F inh; H = RGS4 inhibitor; I = USP1 inh
C[C@H](O)[C@@H]1C(=O)N2CCc3ccc(N4CCN(C)CC4)cc3[C@@H]2C[C@@H]1N(C)C(=O)NC1CCCCC1
  A: 7% | B: -2% | C: 2 | D: -1% | E: 1% | F: 0% | G: -8% | H: -17% | I: ?
COc1ccc(Br)cc1CN(C)C(=O)c1cnc(C)cn1
  A: 17% | B: -3% | C: -2 | D: 0% | E: 9% | F: -6% | G: 3% | H: -5% | I: -14%
CCc1ccccc1NC(=O)CN1C(=O)CCn2nc(-c3cccn3C)cc21
  A: 15%[57.1 µM] | B: -2% | C: -3 | D: -16% | E: 3%[57.1 µM] | F: -2% | G: 3% | H: -2% | I: -17%
COc1cccc(CC2(CO)CCCN(C(=O)c3cc[n+]([O-])cc3)C2)c1 (stereo not drawn)
  A: 29%[11.4 µM] | B: -2% | C: -4 | D: 14% | E: 11%[11.4 µM] | F: -5% | G: -27% | H: 22% | I: 9%
O=C(CN1C(=O)NC2(CCCC2)C1=O)Nc1cc(C(F)(F)F)ccc1N1CCCCC1
  A: -8% | B: -4% | C: -1 | D: 1% | E: -13% | F: -3% | G: -12% | H: 1% | I: -4%
Cc1cc(NS(=O)(=O)c2ccc(NC(=O)CNS(=O)(=O)c3ccccc3)cc2)nc(C)n1
  A: -14% | B: 0% | C: -8 | D: 9% | E: 9%[57.1 µM] | F: -5% | G: -2% | H: 13% | I: 0%
COc1ccccc1N1CCN(C(=O)c2ccc3c(=O)n(Cc4ccco4)c(=S)[nH]c3c2)CC1
  A: -28% | B: -6% | C: -7 | D: 1% | E: -8% | F: -6% | G: -6% | H: 3% | I: -10%
O=c1c2nnn(Cc3ccccc3)c2ncn1-c1ccccc1
  A: -4% | B: 1% | C: -6 | D: -6% | E: -2% | F: 0% | G: -11% | H: -1% | I: 1%

Results, from the start:
Field names – A = TrxR1 inh; B = Vif-APOBEC3G blk; C = LDHA inh; D = mIDH1 inhibitor; E = TrxR1 substrate; F = Glioma ERSR ind; G = Vif-A3F inh; H = RGS4 inhibitor; I = USP1 inh
C[C@H](O)[C@@H]1C(=O)N2CCc3ccc(N4CCN(C)CC4)cc3[C@@H]2C[C@@H]1N(C)C(=O)NC1CCCCC1
  A: 7% | B: -2% | C: 2 | D: -1% | E: 1% | F: 0% | G: -8% | H: -17% | I: ?
COc1ccc(Br)cc1CN(C)C(=O)c1cnc(C)cn1
  A: 17% | B: -3% | C: -2 | D: 0% | E: 9% | F: -6% | G: 3% | H: -5% | I: -14%
CCc1ccccc1NC(=O)CN1C(=O)CCn2nc(-c3cccn3C)cc21
  A: 15%[57.1 µM] | B: -2% | C: -3 | D: -16% | E: 3%[57.1 µM] | F: -2% | G: 3% | H: -2% | I: -17%
COc1cccc(CC2(CO)CCCN(C(=O)c3cc[n+]([O-])cc3)C2)c1 (stereo not drawn)
  A: 29%[11.4 µM] | B: -2% | C: -4 | D: 14% | E: 11%[11.4 µM] | F: -5% | G: -27% | H: 22% | I: 9%
O=C(CN1C(=O)NC2(CCCC2)C1=O)Nc1cc(C(F)(F)F)ccc1N1CCCCC1
  A: -8% | B: -4% | C: -1 | D: 1% | E: -13% | F: -3% | G: -12% | H: 1% | I: -4%
Cc1cc(NS(=O)(=O)c2ccc(NC(=O)CNS(=O)(=O)c3ccccc3)cc2)nc(C)n1
  A: -14% | B: 0% | C: -8 | D: 9% | E: 9%[57.1 µM] | F: -5% | G: -2% | H: 13% | I: 0%
COc1ccccc1N1CCN(C(=O)c2ccc3c(=O)n(Cc4ccco4)c(=S)[nH]c3c2)CC1
  A: -28% | B: -6% | C: -7 | D: 1% | E: -8% | F: -6% | G: -6% | H: 3% | I: -10%
O=c1c2nnn(Cc3ccccc3)c2ncn1-c1ccccc1
  A: -4% | B: 1% | C: -6 | D: -6% | E: -2% | F: 0% | G: -11% | H: -1% | I: 1%
O=C(NNC(=O)c1ccc(NC(=O)C2CC2)cc1)c1ccc(F)cc1
  A: 24% | B: -3% | C: -1 | D: 3% | E: 9% | F: -4% | G: 0% | H: 11% | I: -16%
CCOC(=O)C1=C(C)N(c2ccc(C)cc2)C(=O)/C1=C\c1cccs1
  A: 16% | B: 1% | C: -16 | D: -2% | E: 2% | F: -3% | G: -18% | H: 5% | I: -8%
COc1cc(-c2nc3ccccn3c2/N=C/c2cc(OC)c(O)cc2Cl)ccc1O
  A: ? | B: -6% | C: -3 | D: ? | E: -5% | F: -2% | G: ? | H: -40% | I: -19%
Cc1cc(C)n2nc(C(=O)N/N=C/c3ccc(Cl)cc3)nc2n1
  A: -12% | B: -1% | C: -2 | D: 5% | E: -6% | F: -1% | G: -1% | H: 13%[56.9 µM] | I: -26%
Cc1cnc(C=NNC(N)=S)c2cccc(N)c12
  A: -12%[11.4 µM] | B: -22% | C: 34 | D: 18% | E: -14%[57.1 µM] | F: -6% | G: -6% | H: ? | I: ?
O=C(CCC1CCN(Cc2ccc(Cl)cc2)CC1)NC1CC1
  A: -4%[57.1 µM] | B: -1% | C: -7 | D: -4% | E: -6% | F: -2% | G: 4% | H: 9% | I: 0%
CCn1cc(C(=O)N2CCc3ccccc32)c(=O)c2cc(S(=O)(=O)N3CCCCCC3)ccc21
  A: 5%[57.1 µM] | B: 1% | C: -6 | D: 1% | E: 2%[57.1 µM] | F: 1% | G: -1% | H: -4% | I: -15%

Retrieved by structure from the entries so far:
Field names – A = TrxR1 inh; B = Vif-APOBEC3G blk; C = LDHA inh; D = mIDH1 inhibitor; E = TrxR1 substrate; F = Glioma ERSR ind; G = Vif-A3F inh; H = RGS4 inhibitor; I = USP1 inh
C[C@H](O)[C@@H]1C(=O)N2CCc3ccc(N4CCN(C)CC4)cc3[C@@H]2C[C@@H]1N(C)C(=O)NC1CCCCC1
  A: 7% | B: -2% | C: 2 | D: -1% | E: 1% | F: 0% | G: -8% | H: -17% | I: ?
CCc1ccccc1NC(=O)CN1C(=O)CCn2nc(-c3cccn3C)cc21
  A: 15%[57.1 µM] | B: -2% | C: -3 | D: -16% | E: 3%[57.1 µM] | F: -2% | G: 3% | H: -2% | I: -17%

Next section:
Order of values – TrxR1 inh	Vif-APOBEC3G blk	LDHA inh	mIDH1 inhibitor	TrxR1 substrate	Glioma ERSR ind	Vif-A3F inh	RGS4 inhibitor	USP1 inh
- CC(C)(C)c1ccc(-n2ncc3c2CCCC3NC(=O)c2ccncc2)cc1 (stereo not drawn)
    -1%	2%	-4	6%	-1%	-1%	4%	-5%	-22%
- COc1cc(CN2CCN(Cc3ccc(C(F)(F)F)cc3)CC2)cc(OC)c1OC
    6%	-1%	?	-2%	-4%	-3%	-3%	17%	-10%
- O=C(NC1(C(F)(F)F)NC(=O)N(CCc2ccccc2)C1=O)c1ccc(Cl)cc1 (stereo not drawn)
    11%	2%	-8	-4%	-13%	2%	0%	13%	-11%
- O=C(Nc1c(F)cc(F)cc1Br)c1cc(-c2ccco2)on1
    -14%	0%	-2	2%	-4%	-4%	1%	21%	-11%
- COc1ccc(NC(=O)c2csnn2)cc1Cl
    16%	.	-7	.	1%	.	.	-37%	-23%
- Cc1nc(-c2cc(C#N)c(Sc3cccc(C(F)(F)F)c3)nc2C)cs1
    12%	4%	-6	5%	-2%	0%	-13%	15%	1%
